# High-throughput results as filed in PubChem BioAssay.
# MCF10A rerep – A quantitative high throughput screen for small molecules that induce DNA re-replication in MCF 10a normal breast cells; MCF 10A DNA re-replication, Hoechst nuclear intensity, 48 h; Potency, µM (series often up to 46.1 µM), for the others: at the highest dose activity, positive = re-replication, actives largely listed as activators; actives 2.9% (n = 350,000); also: potency is read from the fitted curve at half-maximal effect; % of control where 0% means no effect; nearly all actives have a fitted effect of over 50% in size
# Nrf2 inh – Nrf2 qHTS screen for inhibitors. A549 ARE-Fluc reporter, luciferase luminescence, 18-24 h. Potency, µM (top dose mostly 46 µM), without a hit: top-dose activity change, negative = inhibition, actives largely listed as inhibitors. actives 2.1% (n = 360,000); also: potency is read from the fitted curve at half-maximal effect; % is scaled to controls: 0 for no effect and ±100 for the full control effect; nearly all actives have a fitted effect of over 60% in size
#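 Concentration-response testing used A549 ARE_Fluc cells at 5000 cells/well. Following an 18-24 h compound incubation, viability was read by fluorescence (Ex 405/Em 525) and luciferase output by luminescence.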
# HepG2 tox – qHTS for Inhibitors of TGF-b: Cytotox Counterscreen; HepG2 CAGA-GFP viability, ATP luminescence, 18 h; Potency, µM (doses to about 46.1 µM), for inactives: at the top dose activity change, negative = cytotoxicity, usual class: cytotoxic; actives 0.76% (n = 410,000); also: potency is read from the fitted curve at half-maximal effect; some results filed as inactive show a strong effect at the top dose
#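 HepG2 CAGA-GFP cells (1000/well, DMEM with 1% FBS) received compound, then TGF-beta at 500 pg/mL final, and were incubated 18 hours at 37 degrees C. Viability was read by CellTiter-Glo luminescence. Media-only wells were set as complete cell-killing and DMSO as no toxicity.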
# IL1B secr inh – qHTS for Inhibitors of Inflammasome Signaling: IL-1-beta AlphaLISA Primary Screen; THP-1 LPS/ATP IL-1B secretion, AlphaLISA, 16 h; stronger effect = lower value; activity change, % at 57.5 µM; actives 4.7% (n = 360,000); in the data active = activity change below about -50%; inconclusive = mostly about -30% to -49%; also: % is scaled to controls: 0 for no effect and ±100 for the full control effect
#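 THP-1 cells pretreated 1 hr with compounds (up to 57.5 uM final), then stimulated with LPS (250 ng/mL final) plus ATP (1.25 mM final); secreted IL-1B measured by AlphaLISA after 16 hr, decreased signal indicating inhibition.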
# ATXN viability – Viability Counterscreen for Primary qHTS for Inhibitors of ATXN expression | S2 cells (HEK-293 line with an ATXN2-luciferase reporter) viability, CellTiter-Fluor protease fluorescence, 24 h | Potency, µM (series often up to 56.7 µM), usual class: cytotoxic | actives 0.49% (n = 400,000); also: potency is read from the fitted curve at half-maximal effect; nearly all actives have a fitted effect of over 40% in size
# Nrf2 ARE act – qHTS of Nrf2 Activators | AREc32 ARE-luciferase reporter (MCF7-derived line), luminescence, 24 h | Potency, µM (highest dose often 46.1 µM), for inactives: at the highest dose activation, actives largely listed as activators | actives 0.31% (n = 410,000) | AID 624171, 2012; also: potency is read from the fitted curve at half-maximal effect; % of control where 0% means no effect; nearly all actives have a fitted effect of over 65% in size
#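 Nrf2 activation is followed as ARE-luciferase induction in the AREc32 line after one day of compound treatment; luminescence is read with Steady-Glo.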
# TGFb inhibitor – qHTS for Inhibitors of TGF-b; HepG2 CAGA-GFP TGF-b/SMAD3 reporter, GFP fluorescence, 18 h; TGF-beta stimulated, 500 pg/mL final; Potency, µM (titrated, usually from 46.1 µM), for the others: at the highest dose activity, negative = inhibition, hits mostly inhibitors; actives 1.2% (n = 410,000); AID 588855, 2011; also: potency is read from the fitted curve at half-maximal effect; % is scaled to controls: 0 for no effect and ±100 for the full control effect; nearly all actives have a fitted effect of over 65% in size
#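 Using HEPG2 CAGA-GFP reporter cells at 1000 cells/well, we pinned test compounds, stimulated with recombinant TGF-beta (500 pg/mL final) and measured total well GFP after 18 h.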
# ATXN2 expr inh – Primary qHTS for Inhibitors of ATXN expression; Potency, µM (top dose mostly 57 µM), for inactives: at the highest dose activity change, negative = inhibition, usual class: inhibitors; actives 0.72% (n = 360,000); AID 1745845, 2022; HEK-293 ATXN2-luciferase reporter, luminescence, 24 h; also: potency is read from the fitted curve at half-maximal effect; % is scaled to controls: 0 for no effect and ±100 for the full control effect; nearly all actives have a fitted effect of over 55% in size
#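 ATXN2-luciferase reporter cells (luciferase flanked by upstream and downstream ATXN2 gene portions) were treated 24 h at 37 °C with compounds at up to 57 uM. SteadyGlo luminescence gave expression; GF-AFC fluorescence gave viability.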
# A549 viability – Nrf2 qHTS screen for inhibitors: counterscreen for cytotoxicity. Potency, µM (doses to about 46 µM), without a hit: top-dose activity change, negative = cytotoxicity, usual class: inhibitors. actives 0.16% (n = 390,000). A549 ARE-Fluc cells, CellTiter-Fluor viability, 18-24 h; also: potency is read from the fitted curve at half-maximal effect; % is scaled to controls: 0 for no effect and ±100 for the full control effect
#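 A549 ARE-Fluc cells in 5% FBS OPTI-MEM, 5000 cells/well, rested 2 h then exposed to compounds in concentration-response for 18-24 h at 37 °C. Viability by CellTiter-Fluor fluorescence (Ex 405/Em 525) after 30 min; luciferase luminescence (BugLite, 15 min, RT) read afterwards.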
# The depositor's hits bear a star; i = inactive; ? = inconclusive; . = no result given; & = joins results of further samples; [ ] = remark or other dose. Unless noted, calls follow the shape of the dose curve; as a rule, active = well fitted curve in the direction sought with a large enough effect; inconclusive = small, poorly fitted or top-dose-only effect, or another doubt; inactive = no such curve, though single readings can be large; an effect the other way counts as inactive or inconclusive. The order is random, and some 8.8% of all compounds hit somewhere here.
structure	MCF10A rerep	Nrf2 inh	HepG2 tox	IL1B secr inh	ATXN viability	Nrf2 ARE act	TGFb inhibitor	ATXN2 expr inh	A549 viability
CCOC(=O)C1CCCN(C(=O)c2cccc(S(=O)(=O)N3CCCC3)c2)C1 (stereo not given)	9%	-4%	-8%	2	i	-1.4%	25%	.	-3%
CSCCC(NC(=O)c1ccc(Cl)cc1Cl)C(=O)N1CC(C)OC(C)C1 (stereo not given)	5%	7%	-32%	-13	i	-0.3%	2%	.	1%
CCc1nc(C)cn1S(=O)(=O)c1ccc(Cl)c(Cl)c1OC	.	5.8µM*	-13%	.	.	0.0%	?	.	0%
C=CCNS(=O)(=O)NC(=O)C1=C(N2CCCC2)COC1=O	5%	20%	5%	0	i	-0.2%	-2%	8%	-1%
CCOc1ccc(C2CC(=O)NC3=C2C(=O)CCC3)cc1Cl (stereo not given)	-3%	?	-15%	13	i	0.0%	-8%	-2%	-1%
Cc1ccc(S(=O)(=O)NCC2CCC(C(=O)NCCCN3CCCC3=O)CC2)cc1 (stereo not given)	-2%	-7%	-10%	-11	i	-0.3%	5%	0%	2%
CN(Cc1cccc(Cl)c1Cl)C(=O)CCNC(=O)c1ccco1	-26%	14%	-30%	-2	i	4.5%	3%	-7%	0%
CCC(=O)N(C)C[C@@H]1Oc2cc(Br)ccc2S(=O)(=O)N([C@@H](C)CO)C[C@@H]1C	.	.	-15%	-1	i	-0.8%	4%	-23%	.
Cc1ccc(C(=O)N2CCCCC2)cc1NC(=O)c1nsc2ccccc12	.	.	-37%	.	?	4.2%	?	-4%	0%
Cc1cccc(CCn2c(=O)c3ccccc3n(Cc3cccc(F)c3)c2=O)c1	.	-10%	-16%	.	i	0.0%	-3%	0%	7%
CCOc1ccc(C(=O)NC(C)CCc2ccccc2)cc1 (stereo not given)	5%	7%	-18%	-5	i	4.8%	-3%	.	-8%
CC(=O)Nc1ccccc1OCc1cnc(Cl)s1	0%	-2%	8%	21	i	2.1%	9%	3%	5%
O=C(NCCc1ccccc1)c1ccc(-c2cccnc2)c2ccoc12	.	.	-28%	-26	i	0.4%[9.22 µM]	-1%	2%	.
CCOc1ccc(C(=O)NCc2nc(-c3ccc(Cl)cc3)no2)cc1OCC	.	?	-7%	.	i	-0.4%	-2%	3%	-6%
Cc1cccc(C)c1NC(=O)CN1C(=O)c2ccccc2Sc2ncccc21	.	-13%	-1%	.	i	-1.3%	0%	2%	0%
COc1ccc2c(c1)c(=O)oc1cc(OCC(=O)NCC3CCC(C(=O)O)CC3)ccc12 (stereo not given)	0%	-5%	3%	-8	i	0.4%	7%	1%	1%
CCOC(=O)c1[nH]c(C)c(C(=O)C(C)C)c1C	-5%	.	2%	-13	i	1.8%	-5%	68%[activator]	4%
O=C(COC(=O)c1ccc(CO)cc1)Nc1ccc(OC(F)F)cc1	-37%[inhibitor]	13%	8%	1	i	-0.7%	35%	-23%	-1%
Cc1ccc2oc(=O)c3cc(C(=O)NCCCN4CCc5ccccc5C4)sc3c2c1	0%	4%	-19%	3	i	6.1%	1%	5%	0%
O=[N+]([O-])c1cc(Cl)ccc1N1CCOCC1	8%	-11%	-7%	-9	i	-0.5%	-2%	.	13%
COc1cc(OC)cc(-c2nc(=S)n3ccsc3n2)c1	6%	11%	-63%	0	i	3.4%	15%	-17%	10%
COc1cccc(NC(=O)CCC(=O)Nc2cc(OC)c(NC(=O)c3cccs3)cc2OC)c1	9%	-15%	-12%	21	i	6.3%	?	-4%	3%
COc1ccc(N2C(=O)C3C(C2=O)C2C=CC3C23CC3)c([N+](=O)[O-])c1 (stereo not given)	2%	-18%	-6%	20	i	-0.3%	-15%	-2%	-1%
COc1ccc(OC(C)C(=O)NC2CCCCCC2)cc1 (stereo not given)	-2%	2%	0%	28	i	-1.0%	7%	-5%	3%
CCOCCCNC(=O)c1cc(-c2ccc(Br)s2)nc2ccccc12	25%	-2%	-2%	26	i	2.5%	3%	-20%	-2%
O=[N+]([O-])c1ccc(-n2ccnc2)cc1	-1%	8%	24%	9	i	0.1%	39%[activator]	-7%	8%
O=C(NNC(=S)Nc1ccc(F)cc1)c1cccc([N+](=O)[O-])c1	-2%	?	-39%	-16	i	23%	3%	-12%	6%
CC[C@H](C)C(N)c1cn([C@@H](CC(N)=O)C(=O)N2CCNCC2)nn1 (stereo not given in full)	-1%	18%	-1%	18	i	-1.0%	1%	0%	-7%
S=c1[nH]nc(-c2ccc(Br)cc2)n1-c1ccc(Br)cc1	0%	-19%	0%	27	?	0.8%	-1%	.	8%
COC(=O)C1=C(C)N(CCC2=CCCCC2)C(=O)C1	-4%	-15%	-1%	?	i	14%	-5%	22%	0%
CC1CCN(c2c(NCC3CCC(C(=O)N4CCc5ccccc5C4)CC3)c(=O)c2=O)CC1 (stereo not given)	20%	?	5%	-1	i	-0.5%	0%	-10%	-3%
O=C(COc1ccccc1Cl)OCc1cc(=O)n2nc(-c3cccs3)sc2n1	.	11%	-3%	.	i	0.9%	1%	-16%	-1%
Cc1cc(C(=O)NCc2ccccc2)c(=O)[nH]c1C	0%	0%	-1%	2	.	0.1%	-11%	.	-6%
CCOC(=O)c1sc(NC(=O)CSc2nc(C)cc(-c3ccccc3)n2)c(C#N)c1C	9%	13%	3%	21	i	0.0%	1%	10%	-1%
O=C(CN1C(=O)NC2(CCCC2)C1=O)Nc1cccc(C(F)(F)F)c1	-11%	-9%	4%	-17	i	0.3%	10%	5%	4%
CCC(CC)C(=O)NCCc1cc2cc(C)c(C)cc2[nH]c1=O	4%	-7%	19%	-3	i	-0.2%	11%	-8%	1%
Oc1ccc(C=NNC(=S)Nc2ccccc2)nc1	.	.	-43%	97	i	2.6%	4%	.	.
CN(CC(=O)Nc1ccccc1Cl)C(=O)c1ccc(-c2cccc(C(F)(F)F)c2)o1	-9%	-23%	-41%	-3	i	5.5%	?	-12%	?
CC(NC(=O)COC(=O)c1ccccc1SCC(=O)N1CCCC1)c1ccccc1 (stereo not given)	-2%	13%	-10%	4	i	0.0%	-26%	14%	-3%
O=C(Cn1c(SCC(=O)NC2CCCC2)nnc1-c1ccncc1)Nc1ccc2c(c1)OCO2	2%	1%	-3%	23	i	2.2%	1%	3%	-12%
CCc1n[nH]c(=S)n1/N=C/c1cc(Br)c(OC)cc1OC	15%	-10%	-12%	15	i	-0.1%	-8%	-3%	10%
CCOc1ccc(S(=O)(=O)NCCSCc2ccco2)cc1	?	-4%	-17%	24	i	13%	-48%	-6%	-1%
O=C(Nc1cccc(C(F)(F)F)c1)c1ccc2nc(-c3ccco3)c(-c3ccco3)nc2c1	?	?	-35%	-1	i	16%	?	-20%	-13%
CCc1nonc1NC(=O)c1oc2ccc(Br)cc2c1C	6%	-14%&18%	3%&-1%	0	i	-0.4%&-0.6%	-1%&1%	12%&2%	4%&6%
CCOC(=O)c1sc(=S)n(-c2cc(F)ccc2F)c1N	1%	4%	-5%	-18	i	3.4%	0%	-7%	7%
Cc1ccc(C)c(C(O)c2ncc(-c3cccc(F)c3)[nH]2)c1 (stereo not given)	.	.	-27%	-11	i	-0.8%	24%	8%	.
COc1ccc(NC(=O)C2CC(=O)N/C(=N/N=C/c3ccco3)S2)cc1 (stereo not given)	0%	?	28%	-2	i	2.5µM*	-12%	1%	10%
C[C@H](NS(=O)(=O)c1ccccc1)C(=O)OCC(=O)NC(=O)Nc1ccc2c(c1)OCCO2	2%	?	7%	-7	i	2.5%	7%	20%	8%
COCCNC(=S)N/N=C(\C)c1cc2ccccc2o1	1%	10%	1%	12	i	2.9%	22%	17%	?

# Filtered by structure, the entries above with an aryl methoxy group
structure	MCF10A rerep	Nrf2 inh	HepG2 tox	IL1B secr inh	ATXN viability	Nrf2 ARE act	TGFb inhibitor	ATXN2 expr inh	A549 viability
CCc1nc(C)cn1S(=O)(=O)c1ccc(Cl)c(Cl)c1OC	.	5.8µM*	-13%	.	.	0.0%	?	.	0%
COc1ccc2c(c1)c(=O)oc1cc(OCC(=O)NCC3CCC(C(=O)O)CC3)ccc12 (stereo not given)	0%	-5%	3%	-8	i	0.4%	7%	1%	1%
COc1cc(OC)cc(-c2nc(=S)n3ccsc3n2)c1	6%	11%	-63%	0	i	3.4%	15%	-17%	10%
COc1cccc(NC(=O)CCC(=O)Nc2cc(OC)c(NC(=O)c3cccs3)cc2OC)c1	9%	-15%	-12%	21	i	6.3%	?	-4%	3%
COc1ccc(N2C(=O)C3C(C2=O)C2C=CC3C23CC3)c([N+](=O)[O-])c1 (stereo not given)	2%	-18%	-6%	20	i	-0.3%	-15%	-2%	-1%
COc1ccc(OC(C)C(=O)NC2CCCCCC2)cc1 (stereo not given)	-2%	2%	0%	28	i	-1.0%	7%	-5%	3%
CCc1n[nH]c(=S)n1/N=C/c1cc(Br)c(OC)cc1OC	15%	-10%	-12%	15	i	-0.1%	-8%	-3%	10%
COc1ccc(NC(=O)C2CC(=O)N/C(=N/N=C/c3ccco3)S2)cc1 (stereo not given)	0%	?	28%	-2	i	2.5µM*	-12%	1%	10%
